Compound activity: PubChem BioAssay, The Scripps Research Institute Molecular Screening Center
TAAR1 agonist: human TAAR1 agonists, primary screen, Fluo-8 calcium fluorescence, CHO RD-HGA16 cells; Trace amine-associated receptor 1 (Homo sapiens), Q96RJ0; vehicle wells 0%, saturating PEA agonist 100%; activation, % at 3 µM; actives 0.99% (n = 360,000); AID 624467, 2012;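 active = activation above the mean activation of all test compounds in the run plus 3 SD, cut at about 38% in these data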
Target sequence (Q96RJ0 whole entry, looked up): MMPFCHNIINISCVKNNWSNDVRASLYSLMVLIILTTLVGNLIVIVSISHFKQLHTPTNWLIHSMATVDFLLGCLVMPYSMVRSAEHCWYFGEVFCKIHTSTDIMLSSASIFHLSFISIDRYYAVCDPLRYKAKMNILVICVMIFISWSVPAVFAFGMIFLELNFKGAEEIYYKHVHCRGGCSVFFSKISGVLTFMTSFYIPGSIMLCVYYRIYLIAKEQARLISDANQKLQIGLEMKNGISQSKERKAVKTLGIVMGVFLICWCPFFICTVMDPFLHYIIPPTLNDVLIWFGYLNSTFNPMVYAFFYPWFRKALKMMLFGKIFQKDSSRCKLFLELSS
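System: CHO-derived RD-HGA16 cells with stable Gα16 and human TAAR1 / Times: 17-24 h plating, Fluo-8 75 min 37 °C, 30 min RT / Technique: calcium-sensitive Fluo-8 signal, excitation 470-495, emission 515-575 nm / Measure: % activation relative to PEA EC100 response / Benchmarks: DMSO and PEA EC100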
CHRM1 agonist: human M1 muscarinic receptor agonists, primary screen, Fluo-8 calcium fluorescence, CHO-K1 cells, HTS; AID 588814, 2011; activation, % at 3 µM; actives 0.33% (n = 360,000); CHO-K1 hM1, agonist mode; 0% DMSO, 100% acetylcholine EC100;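 active = activation above the run's mean compound activation plus 3 SD, cut at about 16% in these data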;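 note: peak over basal fluorescence ratio within a 140 s kinetic read after compound addition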
Target sequence (P11229 whole entry, looked up): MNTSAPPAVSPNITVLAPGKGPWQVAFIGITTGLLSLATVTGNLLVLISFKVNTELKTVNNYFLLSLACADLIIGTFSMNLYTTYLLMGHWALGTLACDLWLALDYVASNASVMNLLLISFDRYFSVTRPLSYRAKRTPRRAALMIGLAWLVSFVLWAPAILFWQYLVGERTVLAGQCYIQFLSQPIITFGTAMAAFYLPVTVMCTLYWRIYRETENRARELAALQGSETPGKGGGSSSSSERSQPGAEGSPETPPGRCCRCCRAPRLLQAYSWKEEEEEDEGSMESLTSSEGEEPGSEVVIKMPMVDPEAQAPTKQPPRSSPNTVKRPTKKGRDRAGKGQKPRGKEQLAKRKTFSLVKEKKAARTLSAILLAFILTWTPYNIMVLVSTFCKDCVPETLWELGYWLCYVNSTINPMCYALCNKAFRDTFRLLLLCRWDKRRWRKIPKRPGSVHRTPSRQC
CHRM5 PAM: human M5 muscarinic receptor positive allosteric modulators, primary screen, CHO-K1 cells, Fluo-8 calcium fluorescence; CHO-K1 hM5, ACh EC20 PAM; 0% = ACh EC20, 100% = ACh EC100; actives 0.3% (n = 360,000); activation, % at 3 µM;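 active = activation above the run cutoff, the mean activation of all test compounds plus 3 SD, cut at about 18% in these data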
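Test system: CHO-K1 hM5 cells / Doses: single-point, 3 µM nominal / Times: Post-acetylcholine fluorescence recording 140 s / Technique: Fluo-8 calcium fluorescence / Measure: Max/basal fluorescence ratio as % of EC20–EC100 ACh window / Benchmarks: low control EC20 acetylcholine (0%), high control EC100 acetylcholine (100%) / Replicates: one well per compound, no replicates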
CHRM5 agonist: human M5 muscarinic receptor agonists, primary screen, CHO-K1 cells, Fluo-8 calcium fluorescence. actives 0.19% (n = 360,000). activation, % at 3 µM. CHO-K1 hM5 cells; 0% DMSO wells, 100% maximal acetylcholine response;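 active = activation above the run's mean over test compounds plus 3 SD, cut at about 23% in these data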;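 note: signal is peak over basal fluorescence ratio across the kinetic read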
CHRM5 antagonist: human M5 muscarinic receptor antagonists, primary screen, CHO cells, Fluo-8 calcium fluorescence. CHO-hM5 cells, ACh EC80. actives 0.59% (n = 360,000). inhibition, % at 3 µM;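 active = inhibition above a per-plate cutoff, the mean of that plate's test compounds plus 3 SD, cut at about 27% in these data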;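 note: 0% = acetylcholine EC80 with DMSO and 100% = DMSO without agonist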
CHRM1 PAM: human M1 muscarinic receptor positive allosteric modulators, primary screen, CHO-K1 cells, Fluo-8 calcium fluorescence, 1536-well; Muscarinic acetylcholine receptor M1 (Homo sapiens), P11229; CHO-K1 hM1, ACh EC20; 0% = ACh EC20, 100% = maximal ACh; activation, % at 3 µM; actives 0.088% (n = 360,000); in the data active = activation above about 19%, passing the limit was not always enough
M1 antag: human M1 muscarinic receptor antagonists, primary screen, CHO-K1 cells, Fluo-8 calcium fluorescence, 1536-well. AID 588852, 2011. Muscarinic acetylcholine receptor M1 (Homo sapiens), P11229. inhibition, % at 3 µM. CHO-K1 hM1, ACh EC80 antagonist. actives 1.3% (n = 360,000);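 active = percent inhibition above its own plate's cutoff, namely the mean of that plate's compound wells plus 3 SD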;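 note: peak over basal fluorescence ratio during 140 s after agonist addition; 0% = ACh EC80 plus DMSO and 100% = DMSO alone without agonist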
CHRM4 agonist: human M4 muscarinic receptor agonists, primary screen, CHO-K1 cells, Fluo-8 calcium fluorescence; Muscarinic acetylcholine receptor M4 (Homo sapiens), P08173; CHO-K1 hM4/Gqi5; vehicle 0%, full acetylcholine response 100%; activation, % at 3 µM; actives 0.14% (n = 360,000);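 active = activation above the run mean over all test wells plus 3 SD, cut at about 32% in these data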;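 note: peak over basal fluorescence ratio per well then scaled between controls; 0% = DMSO wells and 100% = acetylcholine at EC100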
M4 antag: human M4 muscarinic receptor antagonists, primary screen, CHO cells, Fluo-8 calcium fluorescence; CHO-hM4 cells, ACh EC80; inhibition, % at 3 µM; actives 0.73% (n = 360,000); AID 624125, 2012;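 active = inhibition above its plate's cutoff, the mean inhibition of sample wells plus 3 SD, cut at about 27% in these data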;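 note: 0% = acetylcholine EC80 with DMSO and 100% = DMSO without agonist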
* = called active by the depositor; nt = not tested or not shown. Some of the compounds tested, so the mix of outcomes need not match the whole.

smiles	TAAR1 agonist	CHRM1 agonist	CHRM5 PAM	CHRM5 agonist	CHRM5 antagonist	CHRM1 PAM	M1 antag	CHRM4 agonist	M4 antag
Cc1oc(-c2ccccc2)cc1C(N)=O	8	-4	5	-5	-3	0	-4	2	2
CC1(C)Oc2ccc3ccc(=O)oc3c2/C(=C/O)C1=O	0	5	7	7	-12	10	0	0	-15
CCOC(=O)C1=C(C)Nc2ccccc2N=C1NC(=O)c1oc2ccccc2c1COC	14	-3	-43	4	19	-5	26	17	18
CCOc1ccc(CC(=O)Nc2cc(=O)n(C)c(=O)n2C)cc1	3	-6	6	-3	-10	1	4	4	-20
O=[N+]([O-])c1ccc(C[n+]2cccc3ccccc32)cc1	7	-6	13	-8	2	8	-12	1	0
CC(C)(C)c1ccc2c(c1)OC(C(=O)N/N=C\c1ccc(-c3cccc(C(=O)O)c3)o1)CO2 (stereo unspecified)	-2	-7	2	-12	8	7	-1	0	0
O=C(NCc1ccccc1Cl)C1CCN(S(=O)(=O)c2ccc(N3CCCC3=O)cc2)CC1	3	0	-8	-4	5	-2	-3	5	-13
Cc1c(CCOC(=O)C23CC4CC(CC(C)(C4)C2)C3)sc[n+]1Cc1ccccc1	15	-5	-23	-6	98*	-23	100*	0	69*
O=C(C[C@H]1C=C[C@@H](NC(=O)Cc2cccnc2)[C@@H](CO)O1)NCc1ccc2c(c1)OCO2	1	nt	5	2	-15	nt	nt	1	-5
Cc1cc(C(C#N)c2ccccc2F)n2ncnc2n1 (stereo unspecified)	1	-2	2	2	13	5	-2	0	5
Cc1ccccc1-n1c(Cn2c(=O)sc3ccccc32)nnc1SCC(=O)Nc1nccs1	3	-4	2	2	-3	-11	10	2	-5
CCn1c(-c2cc(Cl)ccc2OC)n[nH]c1=S	5	1	1	-3	-11	10	-10	1	7

Carrying on:
smiles	TAAR1 agonist	CHRM1 agonist	CHRM5 PAM	CHRM5 agonist	CHRM5 antagonist	CHRM1 PAM	M1 antag	CHRM4 agonist	M4 antag
Cc1cccc(-n2c(CCc3ccccc3)nnc2SCC(=O)c2ccccc2)c1	0	-8	-5	-5	10	1	-6	0	0
O=C(NCCCN1CCOCC1)c1ccc([N+](=O)[O-])cc1[N+](=O)[O-]	3	-7	-7	-3	9	-10	11	0	0
O=C(NCCCl)Nc1ccccc1OCCOc1ccccc1NC(=O)NCCCl	3	-6	0	-3	8	-4	5	1	-9
Cc1nc2ccc(NC(=O)c3cc([N+](=O)[O-])cc([N+](=O)[O-])c3Cl)cc2s1	0	-6	6	1	0	3	-3	1	7
CCN(CC)S(=O)(=O)c1ccc(N2CCN(S(=O)(=O)c3ccccc3)CC2)nc1	0	-5	-4	-2	14	11	-10	1	-11
Cc1nc(C(F)(F)F)ccc1C(=O)N1CCCC1(C)C(=O)NCC(C)C (stereo unspecified)	2	-2	2	0	5	-2	-3	1	0
O=C1CCCC2=C1C(c1cccs1)n1nc(SCc3ccccc3F)nc1N2 (stereo unspecified)	8	-2	-7	-13	2	3	-5	5	-7
O=C1NC[C@H](CCCCN2C[C@H](Cc3ccccc3)N(CCc3ccc(O)cc3)C(=O)C2=O)N(CCC2CCCCC2)C1=O	4	nt	2	-7	1	nt	nt	-1	-1
C#CCOCCOCCOCCNc1nc(N2CCN(C(=O)[C@H](CCC(=O)O)n3cc([C@@H](N)CO)nn3)CC2)nc(N2CCN(C(=O)[C@H](CCC(=O)O)n3cc([C@@H](N)CCSC)nn3)CC2)n1	2	-3	-5	2	3	3	-5	1	-5
CCC(C)NC(=O)CSc1nc2ccccc2c(=O)n1Cc1ccc(OC)cc1 (stereo unspecified)	8	-6	-4	0	-4	6	-7	0	-5
COc1ccc(S(=O)(=O)N2CCCCCC2)cc1NC(=O)CCNC(=O)c1ccccc1Cl	4	-2	2	-4	4	0	-7	11	-26
CSCC(C)N1CCC(Oc2cccc(C(=O)NCc3ccccn3)c2)CC1 (stereo unspecified)	1	-5	-4	-8	16	-8	10	2	17

More structures.
smiles	TAAR1 agonist	CHRM1 agonist	CHRM5 PAM	CHRM5 agonist	CHRM5 antagonist	CHRM1 PAM	M1 antag	CHRM4 agonist	M4 antag
CSc1ccc(C(=S)N2CCN(C(c3ccccc3)c3ccccc3)CC2)cc1	0	-6	-6	-2	5	-7	2	-2	2
Cc1ccc(S(=O)(=O)N2CCOCC2)cc1NC(=O)COC(=O)C1COc2ccccc2O1 (stereo unspecified)	4	-1	-3	3	1	-2	0	3	-1
CCSc1nnc2nc(C)cc(C)n12	6	-2	3	-1	-4	0	-14	0	15
CSc1nccn1C(=O)c1ccccc1[N+](=O)[O-]	3	1	2	0	9	14	-21	0	-2
Cc1cc(Nc2ncc(Cl)cc2Cl)n(-c2ccccc2C)n1	-3	-8	-5	-5	9	-3	3	-2	0
COc1ccc(NC(=O)CN2CCN(CC(=O)Nc3ccccc3Cl)CC2)cc1	1	-2	3	0	4	6	-18	3	2
Cc1ccc(S(=O)(=O)NCC(=O)OCC(=O)Nc2ccc(C)c(S(=O)(=O)N3CCOCC3)c2)cc1	6	-2	-2	1	6	3	3	3	-4
Cc1csc(NC(=O)CCS(=O)(=O)c2ccc(Br)cc2)n1	3	2	-1	5	-4	-2	-1	4	-10
O=C(NCc1ccccc1F)c1ccc(S(=O)(=O)N2CCCC2)cc1	2	-4	2	0	-2	7	-11	4	-12
O=C(CNCc1ccccc1Cl)NCc1ccco1	5	-10	10	0	-3	2	1	2	-5
CN(C)CCCN=Cc1c(O)n(Cc2ccccc2)c(=O)c2ccccc12	3	-4	-1	-5	8	-2	1	2	-3
CC(=O)Nc1cccc(C(=O)OCC(=O)c2ccc3c(c2)OCO3)c1	11	6	-9	3	16	13	2	6	-3

The list goes on:
smiles	TAAR1 agonist	CHRM1 agonist	CHRM5 PAM	CHRM5 agonist	CHRM5 antagonist	CHRM1 PAM	M1 antag	CHRM4 agonist	M4 antag
N#CCCSCc1ccc(C(=O)O)o1	10	-2	-5	2	2	3	-3	0	1
CCOC(=O)CNC(=O)COc1coc(CN2CCN(c3ccccc3F)CC2)cc1=O	3	-1	-2	-2	6	2	-1	0	5
O=[N+]([O-])c1cccc(S(=O)(=O)N2CCCCCC2)c1	2	-8	-4	-7	-1	9	-11	0	3
COc1ccccc1-c1csc(Nc2ccc(Oc3ccccc3)cc2)n1	-1	-1	-10	-1	0	-7	-12	-1	5
CN(C)c1ccnc(Nc2ccc(F)cc2)c1C#N	1	-13	-2	-3	6	8	2	1	1
COc1ccc(CCNC(=O)COC(=O)/C=C/c2ccc3c(c2)OCO3)cc1	8	-1	0	-1	8	6	-8	0	-9
O=C(CCCc1nc(-c2ccccc2Cl)no1)NC1CCCCC1	1	2	-5	-1	10	6	-53	2	-4
COc1ccc(C(=O)OCC(=O)NC2CC2)cc1S(=O)(=O)N1CCOCC1	1	-6	-3	0	-1	7	-6	1	-1
Nc1ccc(CCn2ccnc2)cc1	1	-8	-6	-1	1	0	-2	10	-9
COc1ccc(C(CNC(=O)c2cc3ccccc3cc2O)N2CCOCC2)cc1 (stereo unspecified)	4	-4	-1	-4	2	3	-3	8	-14
NS(=O)(=O)c1ccc(NC(=O)COC(=O)Cn2cnc3ccccc3c2=O)cc1	1	-1	3	-2	13	20	-19	1	6
Cn1c(SCC(=O)NC2CCCC2)nnc1C(F)(F)F	0	2	7	1	-3	14	-5	0	-11

Going on with the list.
smiles	TAAR1 agonist	CHRM1 agonist	CHRM5 PAM	CHRM5 agonist	CHRM5 antagonist	CHRM1 PAM	M1 antag	CHRM4 agonist	M4 antag
Cn1c(SCC(=O)NCC2COc3ccccc3O2)nnc1C(F)(F)F (stereo unspecified)	2	0	6	-1	9	4	3	0	2
O=C(NNS(=O)(=O)c1ccccc1[N+](=O)[O-])c1ccccc1Cl	1	-6	1	-3	-11	10	-14	4	-16
Cc1c(C(=O)Nc2cc(F)ccc2F)sc2nc3n(c(=O)c12)CCCCC3	2	2	-4	-1	-1	3	-1	1	-12
O=C(CSCC(=O)N1CCCCC1)Nc1nc(-c2ccc(Cl)s2)cs1	1	0	-20	5	18	-8	31*	20	-9
C/C(=N\Nc1ccccc1C)c1cccnc1	0	-5	0	-3	1	2	2	1	-4
CCOc1ccccc1CNC(CC)CO (stereo unspecified)	0	-6	-7	-4	1	8	-10	1	-9
N=C(N)SCCc1cnc[nH]1	3	-1	1	0	1	5	-34	0	-16
CCOC(=O)C1(C)CCCN1C(=O)c1cccs1 (stereo unspecified)	5	0	0	0	-2	11	-18	1	-9
O=C(CN1C(=O)c2ccc([N+](=O)[O-])cc2C1=O)Nc1nnc(C2CC2)s1	1	-3	7	-4	4	4	-6	0	-11
Cc1noc(C)c1C(=O)NNc1ccc(C(C)C)cc1	1	-2	-1	-3	0	1	-3	0	0
O=C1CC(NS(=O)(=O)c2ccc([N+](=O)[O-])cc2)CN1c1cccc(F)c1 (stereo unspecified)	2	0	-3	-3	7	-9	17	2	-2
CCCCCCC(=O)Nc1nc(C)c(-c2csc(Nc3cc(OC)ccc3OC)n2)s1	0	-4	-1	3	-1	-4	6	-1	-12

Next records
smiles	TAAR1 agonist	CHRM1 agonist	CHRM5 PAM	CHRM5 agonist	CHRM5 antagonist	CHRM1 PAM	M1 antag	CHRM4 agonist	M4 antag
COc1ccccc1OCc1cc(C(=O)N2CC3C[C@@H]4CC2C[C@H](C3)C4)no1	-1	-4	0	-1	-8	0	6	4	5
COC(=O)c1ccc(NC(=O)CN2CCC(NC(=O)c3ccco3)CC2)cc1	0	-6	0	-1	-4	0	8	1	-5
COc1ccc(NC(=O)c2sc3nc(C)cc(C)c3c2N)c(OC)c1	4	-3	-6	-3	2	5	-8	1	-5
Cc1cc(C)n(-c2cc(Cl)ccc2[N+](=O)[O-])n1	12	-3	13	-2	-9	9	1	2	0
Cc1ccnc(NS(=O)(=O)c2ccc(NC(=O)/C=C/c3cccs3)cc2)n1	13	-4	7	0	-5	3	-3	1	1
O=C(NCCC1CCCCN1S(=O)(=O)c1ccccc1)C(=O)NCc1ccc(F)cc1 (stereo unspecified)	-1	-3	-1	-1	5	1	-1	4	-10
c1ccc(SC23CC4CC(CC(C4)C2)C3)nc1	0	2	0	0	-4	15	-25	0	-5
Cc1ccc(Cl)cc1NC(=O)C1CCCCC1C(=O)O (stereo unspecified)	2	-3	-10	-1	0	1	-4	10	-6
